KB-3-1 tox: KB-3-1 parental cell cytotoxicity. Potency, µM (titrated, usually from 46.1 µM), inactives show top-dose activity change, negative = cytotoxic, hits mostly cytotoxic. KB-3-1 viability, CellTiter-Glo ATP luminescence, 72 h. AID 1347075. hit rate 1.4% among 400,000; also: potency is read from the fitted curve at half-maximal effect; % is scaled to controls: 0 for no effect and ±100 for the full control effect; nearly all actives have a fitted effect of over 60% in size
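Cells are dispensed, compounds pinned in, plates held at 37 °C for 72 h, then CellTiter-Glo is added and luminescence read after 10 minutes. Cell line: parental KB-3-1 in phenol-red-free DMEM, 10% FBS.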
ATXN2 expr inh: reduces ATXN2 reporter expression in HEK-293 cells. HEK-293 ATXN2-luciferase reporter, luminescence, 24 h. Potency, µM (highest dose often 57 µM), without a hit: at the highest dose activity change, negative = inhibition, actives largely listed as inhibitors. hit rate 0.72% among 360,000. AID 1745845; also: potency is read from the fitted curve at half-maximal effect; % is scaled to controls: 0 for no effect and ±100 for the full control effect; nearly all actives have a fitted effect of over 55% in size
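ATXN2-luciferase reporter cells (luciferase flanked by upstream and downstream ATXN2 gene portions) were treated 24 h at 37 °C with compounds at up to 57 uM. SteadyGlo luminescence gave expression; GF-AFC fluorescence gave viability.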
SW480 rerep: DNA re-replication induction in SW480 cells; SW480 DNA re-replication, Hoechst DNA content imaging, 48 h; Potency, µM (titrated, usually from 46.1 µM), without a hit: at the highest dose re-replication activation, usual class: activators; hit rate 1.8% among 340,000; AID 624297; also: potency is read from the fitted curve at half-maximal effect; % of control where 0% means no effect; nearly all actives have a fitted effect of over 55% in size
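Hoechst fluorescence of nuclei (405 nm excitation, 500-530 nm emission) measured by plate-scanning imager after 48 hr compound exposure at 37 C; re-replication scored as increased number of nuclei with elevated intensity.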
IL1B secr inh: inhibitors of inflammasome signaling (IL-1 beta secretion); THP-1 LPS/ATP IL-1B secretion, AlphaLISA, 16 h; stronger effect = lower value; activity change, % at 57.5 µM; hit rate 4.7% among 360,000; in the data active = activity change below about -50%; inconclusive = mostly about -30% to -49%; also: % is scaled to controls: 0 for no effect and ±100 for the full control effect
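Secreted IL-1B measured by AlphaLISA bead assay after 16 h compound exposure of THP-1 cells; compounds (final up to 57.5 uM) added 1 h before LPS (250 ng/mL) and ATP (1.25 mM) stimulation; lower signal means less secretion.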
HT1080 IDH1KD tx: kills HT-1080 cells with IDH1 knockdown. AID 686971. Potency, µM (top dose mostly 46.1 µM), for inactives: at the highest dose activity, negative = toxicity, actives largely listed as cytotoxic. hit rate 2% among 360,000. HT-1080 IDH1 knockdown viability, ATP luminescence, 48 h;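 also: potency is read from the fitted curve at half-maximal effect; 0% = DMSO wells and -100% = cell-free medium wells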
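Luminescent ATP read-out (CellTiter-Glo, 10 min at room temperature) after 48 h compound exposure at 37 °C gave viability of IDH1-knockdown HT-1080 cells. Activity was normalised to DMSO and cell-free wells, then fitted as concentration-response curves.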
HepG2 tox: counter-screen for TGF-b inhibitors: cytotoxicity in HepG2 cells; AID 588856; hit rate 0.76% among 410,000; Potency, µM (titrated, usually from 46.1 µM), inactives show at the top dose activity change, negative = cytotoxicity, hits mostly cytotoxic; HepG2 CAGA-GFP viability, ATP luminescence, 18 h; also: potency is read from the fitted curve at half-maximal effect; some results filed as inactive show a strong effect at the top dose
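HepG2 CAGA-GFP cells (1000/well, DMEM with 1% FBS) received compound, then TGF-beta at 500 pg/mL final, and were incubated 18 hours at 37 degrees C. Viability was read by CellTiter-Glo luminescence. Media-only wells were set as complete cell-killing and DMSO as no toxicity.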
HT1080NT lethal: kills 2HG-producing HT-1080-NT fibrosarcoma cells; Potency, µM (highest dose often 46.1 µM), for inactives: at the highest dose activity, negative = less viability, usual class: cytotoxic; hit rate 1.6% among 360,000; HT-1080-NT fibrosarcoma viability, CellTiter-Glo ATP luminescence, 48 h;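 also: NT is the 2HG producing partner of a matched IDH1 knockdown line; potency is read from the fitted curve at half-maximal effect; 0% = DMSO-treated cells and -100% = media-only wells without cells; nearly all actives have a fitted effect of over 55% in size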
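750 cells/well, RPMI + 5% FBS; 2 h settle, compound pin-transfer, 48 h at 37 degrees C. CellTiter-Glo 10 min RT, luminescence. Normalized to DMSO and media-only wells.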
MCF10A rerep: DNA re-replication induction in MCF 10a cells; MCF 10A DNA re-replication, Hoechst nuclear intensity, 48 h; Potency, µM (titrated, usually from 46.1 µM), for inactives: at the top dose activity, positive = re-replication, most hits filed as activators; hit rate 2.9% among 350,000; AID 624296; also: potency is read from the fitted curve at half-maximal effect; % of control where 0% means no effect; nearly all actives have a fitted effect of over 50% in size
S2 tox: cell viability loss in ATXN counter-screen; Potency, µM (titrated, usually from 56.7 µM), usual class: cytotoxic; hit rate 0.49% among 400,000; S2 cells (HEK-293 line with an ATXN2-luciferase reporter) viability, CellTiter-Fluor protease fluorescence, 24 h; also: potency is read from the fitted curve at half-maximal effect; nearly all actives have a fitted effect of over 40% in size
An asterisk follows results filed as active; i = inactive; ? = inconclusive; . = no result given; & = joins results of further samples; [ ] = another dose, or the depositor's remark. Unless noted, calls follow the shape of the dose curve; as a rule, active = well fitted curve in the direction sought with a large enough effect; inconclusive = small, poorly fitted or top-dose-only effect, or another doubt; inactive = no such curve, though single readings can be large; an effect the other way counts as inactive or inconclusive. Compounds as they come (roughly 8.9% active in at least one column).

SMILES	KB-3-1 tox	ATXN2 expr inh	SW480 rerep	IL1B secr inh	HT1080 IDH1KD tx	HepG2 tox	HT1080NT lethal	MCF10A rerep	S2 tox
Cc1sc2ncnc(N3CCC(C(=O)NNC(=O)COc4ccc(Br)cc4)CC3)c2c1C	15%	-28%	?	-1	-5%	-13%	-10%	?	i
COc1ccc(CNC(=O)C2CCN(S(=O)(=O)c3ccc4c(c3)NC(=O)CO4)CC2)cc1	1%	2%	-4%	9	-1%	-10%	-2%	3%	i
COc1ccc(NC(=O)Nc2cc(C(=O)O)ccc2N2CC3CC(C2)c2cccc(=O)n2C3)c(OC)c1 (stereo not given)	8%	4%	-15%	29	1%	6%	2%	-5%	i
CCOc1ccc(N2C(=O)/C(=C/c3ccccc3OCC(=O)OC)N(CC(=O)OC)C2=S)cc1	-2%	2%	-6%	-6	19%	-47%	11%	1%	i
CCN1CCN(Cc2ccc(NC(=O)c3cc(NC(=O)c4cc(-c5ccc(OC)cc5)n[nH]4)cc(OC)c3)cc2C(F)(F)F)CC1	0%	14µM*	28%	0	?	-112%	?	9%	18µM*
COc1cccc(-c2cc(C(F)(F)F)n3ncc(C(=O)O)c3n2)c1	3%	-1%	-5%	7	20%	-7%	17%	2%	i
COC(=O)Cc1ccc(NC(=S)N2CCN(c3cc(Cl)ccc3C)CC2)cc1	-15%	?	2%	6	-16%	-2%	-3%	21%	i
CCOc1ccccc1CNC(c1ccccc1)c1ccccc1	-13%	-12%	?	24	-1%	-28%	-6%	?	i
NS(=O)(=O)c1ccc(NC(=O)COc2ccc(S(=O)(=O)N3CCCC3)cc2)cc1	7%	-14%	-4%	-8	13%	-9%	0%	3%	i
CCN(CC)S(=O)(=O)c1cc(NC(=O)C2CC(=O)N(Cc3ccccc3)C2)ccc1Cl (stereo not given)	?	.	4%	-14	-29%	-33%	-3%	9%	.
COC(=O)CCCn1cc(CN2CC(N3CCN(C4CCN(C)CC4)CC3)CS2(=O)=O)nn1 (stereo not given)	6%	9%	.	13	9%	.	20%	.	i
CC(=O)c1ccc(S(=O)(=O)Nc2cccc(-c3cn4c(n3)SCC4)c2)cc1	-13%	-35%	-3%	-6	-4%	-5%	-4%	0%	i
N#Cc1c(SCc2cccc(Cl)c2)sc(C(=O)c2ccccc2)c1N	-7%	15%	17%	-10	-22%	-71%	-17%	-5%	i
CN(C)c1nc(N(C)C)n(C(=O)c2cccs2)n1	15%	-29%	-51%[inhibitor]	4	-1%	10%	-2%	-44%[inhibitor]	i
O=C1c2ccccc2CCC1C(O)c1ccccn1 (stereo not given)	2%	9%	1%	-6	12%	-15%	6%	7%	i
CC(=O)Nc1cccc(C(=O)OC(C)C(=O)N2CCc3ccccc32)c1 (stereo not given)	-2%	-4%	-599%[inhibitor]	-2	-3%	-32%	-20%	2%	i
Cc1nc(N2CCN(C(=O)c3ccco3)CC2)c2c3c(sc2n1)CCCC3	-10%	?	-2%	-9	?	-20%	?	2%	?
Cc1cc(NC(=O)C2CC(=O)N(c3ccccc3C)C2)no1 (stereo not given)	-3%	-11%	-7%	-1	2%	-3%	2%	13%	i
O=C(NC1CCCC1)C1CCCN1C(=O)Nc1ccccc1 (stereo not given)	-2%	-6%	-5%	31	16%	8%	15%	-9%	i
CCOc1ccc(CCN2C(=O)C(=O)N([C@@H](CC(C)C)CN3CCC[C@H]3CN3C(=O)C(=O)NC[C@@H]3Cc3ccc(O)cc3)C[C@@H]2Cc2ccccc2)cc1	7%	4%	.	-3	?	.	-29%	.	?

Limited to MCF10A rerep, HT1080NT lethal and KB-3-1 tox, for 2 of the compounds above:
structure	MCF10A rerep	HT1080NT lethal	KB-3-1 tox
Cc1cc(NC(=O)C2CC(=O)N(c3ccccc3C)C2)no1 (stereo not given)	13%	2%	-3%
N#Cc1c(SCc2cccc(Cl)c2)sc(C(=O)c2ccccc2)c1N	-5%	-17%	-7%

As entered above:
Cc1nc(N2CCN(C(=O)c3ccco3)CC2)c2c3c(sc2n1)CCCC3 in MCF10A rerep has 2%
CN(C)c1nc(N(C)C)n(C(=O)c2cccs2)n1 in HepG2 tox has 10%
N#Cc1c(SCc2cccc(Cl)c2)sc(C(=O)c2ccccc2)c1N in HT1080NT lethal has -17%

Continuation.
SMILES	KB-3-1 tox	ATXN2 expr inh	SW480 rerep	IL1B secr inh	HT1080 IDH1KD tx	HepG2 tox	HT1080NT lethal	MCF10A rerep	S2 tox
Cc1cc(C)n(-c2cc(N3CCN(C(=O)c4ccccc4C)CC3)ccc2[N+](=O)[O-])n1	5%	-4%	4%[9.22 µM]	?	2%	-21%	3%	22%	i
COc1ccc(C2CC(=O)c3c([nH]c(C(=O)OC4CCCC4)c3C)C2)cc1OC (stereo not given)	-1%	-12%	.	.	.	-26%	.	.	i
CC[C@]12C(=O)N(C)C[C@H]([C@@H]3C(=O)N(C)C(=O)[C@@H]31)N2C(=O)c1ccc(Br)cc1	-1%	-4%	?	1	3%	-9%	4%	5%	i
CCOC(=O)C1CCCC(NS(=O)(=O)c2ccc(NC(C)=O)cc2)C1 (stereo not given)	12%	4%	-11%	12	1%	-13%	-2%	-1%	i
Clc1ccc(C(c2cccs2)N2CCNCC2)cc1 (stereo not given)	-17%	.	.	-50*	?	-34%	-11%	.	i
Cn1c(CCNC(=O)c2ccccc2F)nnc1SCc1nc2ccccc2c(=O)[nH]1	1%	-6%	10%	7	-3%	-3%	-8%	-1%	i
Cc1cc2ncn(C3CC(=O)N(C)C3=O)c2cc1C (stereo not given)	-2%	-7%	-1%	-11	5%	-8%	-2%	1%	i
O=C(Cn1c(NCCO)nc2ccccc21)c1ccc(Cl)cc1Cl	-12%	6%	2%	17	21µM*	2%	21µM*	?	i
COc1cc(Br)c(C2CC(=O)Nc3cc4c(cc32)OCCO4)cc1OC (stereo not given)	-25%	-15%	.	.	.	-2%	.	.	?
CCn1cc(CN2CCC(C(=O)Nc3cccc(-c4cscn4)c3)CC2)cn1	-6%	-12%	1%	-11	2%	1%	-5%	-2%	i
N#CCN1C(=O)NC2(CCCc3sccc32)C1=O (stereo not given)	-2%	10%	-15%	6	11%	-9%	-4%	-17%	i
COC(=O)c1cc(-c2ccc(OC)cc2)on1	0%	-8%	-5%	-6	2%	2%	-1%	-2%	i
CC(C)(C)c1ccc(-c2noc(C(=O)NN)n2)cc1	5%	-22%	-36%	4	-28%	3%	-20%	3%	i
COc1cccc(N2C(=O)CC(N3CCC(c4nc5ccccc5[nH]4)CC3)C2=O)c1 (stereo not given)	10%	0%	-2%	11	1%	10%	5%	3%	i
Cn1c(=O)c2c(nc(CN3CCC(C(N)=O)CC3)n2Cc2c(Cl)cccc2Cl)n(C)c1=O	15%	-2%	-5%	-4	-6%	-3%	1%	13%	i
CC(=O)N1CCN(C(=O)COC(=O)COc2ccc(C#N)cc2)CC1	5%	5%	-68%[inhibitor]	-1	22%	0%	21%	-7%	i
Cc1ccc(CN2C(=O)c3ccccc3S(=O)(=O)c3ccc(C(=O)OCC4CCCO4)cc32)cc1 (stereo not given)	3%	0%	.	.	.	0%	.	.	?
COc1ccc(/C=N/n2c(-c3n[nH]c4c3CCC4)n[nH]c2=S)cc1	1%	0%	-15%	43	0%	2%	0%	1%	i
O=C(O)CC1SC(=O)N(Cc2ccccc2)C1=O (stereo not given)	-1%	3%	-7%	1	3%	-18%	5%	1%	i
Cc1noc(C)c1CSCC(=O)OCC(=O)Nc1sccc1C#N	6%	9%	-10%	26	-2%	-26%	0%	3%	i
CC(C)=CCC1C(=O)N(c2ccccc2)N(c2ccccc2)C1=O	.	?	?	.	.	.	.	30µM*	i
Cc1cc(C2=NNC(=NC3CC3)SC2)c(C)n1-c1c(C)n(C)n(-c2ccccc2)c1=O	16%	-10%[11.3 µM]	-16%&-1%	1	0%	9%	1%	14%&-33%	i
CCC(CC)c1nnc(NC(=O)CS(=O)(=O)c2ccccc2)s1	-8%	13%	-3%	2	16%	-1%	20%	0%	i
CCOC(=O)N=S(=O)(Oc1ccc([N+](=O)[O-])cc1)c1ccc(Cl)cc1 (stereo not given)	-4%	-2%	2%	14	-3%	-44%	2%	?	i
Cc1cc(C)c(NC(=O)Cn2c(=O)n(CC3CCCO3)c(=O)c3ccccc32)c(C)c1 (stereo not given)	-1%	-4%	.	.	.	0%	.	.	i
C[C@@H]1COC(=O)[C@H](CC(=O)OC(C)(C)C)C/C=C\C[C@H](CC(=O)N(CCO)Cc2ccccc2)C(=O)N1	3%	-6%	-12%	-4	2%	-5%	-7%	?	i
Cc1ccc(N2CCN(C(=O)CCc3c(C)nc4ncnn4c3C)CC2)c(C)c1	-18%	-26%	.	.	.	-23%	.	.	i
CCc1cccc(OCCCN2C(=O)NC(C)(C)C2=O)c1	-8%	.	-9%	15	-11%	-6%	-5%	2%	.
